Assay outcomes (PubChem BioAssay)
MsrA inhibitor: inhibitors of bovine MsrA; AID 651718; actives 0.75% (n = 360,000); purified bovine MsrA, absorbance read-out; inhibition, % at 15.5 µM; in the data active = inhibition above about 4.5%;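 also: 0% = vehicle wells with enzyme and 100% = reference inhibitor wells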
LMPTP inh: LMPTP (human) inhibition; inhibition, % at 20 µM; recombinant LMPTP-A, OMFP fluorogenic substrate, fluorescence intensity; actives 0.22% (n = 360,000); AID 651560; P24666;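 active = compounds that cut the enzyme signal by at least half of the control window in the single-dose screen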;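 also: plate controls were DMSO wells with enzyme plus substrate for no effect and substrate without enzyme for full effect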
Target sequence (P24666 whole entry, looked up): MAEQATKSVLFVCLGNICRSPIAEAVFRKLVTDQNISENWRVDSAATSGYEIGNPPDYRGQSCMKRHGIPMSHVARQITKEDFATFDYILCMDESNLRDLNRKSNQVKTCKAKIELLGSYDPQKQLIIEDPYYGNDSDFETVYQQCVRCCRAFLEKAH
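Test system – LMPTP-A phosphatase enzyme · Quantity – 0.625 nM LMPTP-A final · Reagent – OMFP substrate, 400 µM final · Dosing – one test concentration per compound, 20 µM, with 3% DMSO overall · Timing – 50 min enzyme reaction at room temperature, protected from light · Detection – fluorescence intensity · Controls – substrate-only low control, DMSO enzyme-plus-substrate high control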
STEP inh: blocks human striatal-enriched tyrosine phosphatase. recombinant STEP, OMFP fluorogenic substrate, fluorescence. inhibition, % at 20 µM. actives 0.25% (n = 360,000);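 active = inhibition at 20 µM, scaled per plate between control wells, above about 37%, limit read from the data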;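 also: 0% = DMSO with enzyme and substrate and 100% = substrate only without enzyme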
Target sequence (P54829 whole entry, looked up): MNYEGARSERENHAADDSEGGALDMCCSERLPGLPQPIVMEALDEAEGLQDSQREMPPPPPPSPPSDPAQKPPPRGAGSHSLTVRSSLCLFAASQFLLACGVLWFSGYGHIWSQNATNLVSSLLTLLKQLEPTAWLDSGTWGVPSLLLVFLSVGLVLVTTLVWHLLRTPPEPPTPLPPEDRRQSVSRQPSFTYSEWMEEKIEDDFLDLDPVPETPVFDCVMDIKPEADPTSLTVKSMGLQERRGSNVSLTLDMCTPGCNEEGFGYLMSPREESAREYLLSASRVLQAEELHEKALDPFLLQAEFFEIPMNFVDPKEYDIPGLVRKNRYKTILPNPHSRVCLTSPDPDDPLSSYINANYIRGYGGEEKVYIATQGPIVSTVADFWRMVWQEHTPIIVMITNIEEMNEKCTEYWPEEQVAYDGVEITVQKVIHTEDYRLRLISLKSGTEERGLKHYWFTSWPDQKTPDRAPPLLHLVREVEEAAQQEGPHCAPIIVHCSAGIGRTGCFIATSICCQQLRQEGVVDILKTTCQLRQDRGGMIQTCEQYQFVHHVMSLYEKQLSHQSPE
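Assay system: isolated STEP enzyme / Timing: 20 min at room temperature, dark / Doses: 20 µM, 1% DMSO / Technique: fluorescence intensity, excitation 480 nm, emission 540 nm / Reagent: fluorogenic phosphatase substrate OMFP at 25 µM final / Measure: percent inhibition scaled to no-enzyme and uninhibited-enzyme controls, plate-pattern corrected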
E coli Lon inh: E. coli protease La inhibition; inhibition, % at 7.94 µM; actives 0.42% (n = 360,000); AID 602123; P0A9M0; purified E. coli Lon protease, fluorescence polarization; in the data active = inhibition above about 13%, passing the limit was not always enough;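 also: 0% = enzyme with probe and DMSO and 100% = no enzyme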
Scp1 inh: Scp-1 (human) phosphatase inhibition; Recombinant Scp1, phosphopeptide, malachite green phosphate absorbance; Q9GZU7; inhibition, % at 20 µM; actives 0.88% (n = 340,000);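 active = inhibition above about 50% at 20 µM, limit read from the data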;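 also: plate controls were DMSO wells with enzyme for no effect and wells lacking enzyme for full effect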
Target sequence (Q9GZU7 76-261 limits assumed): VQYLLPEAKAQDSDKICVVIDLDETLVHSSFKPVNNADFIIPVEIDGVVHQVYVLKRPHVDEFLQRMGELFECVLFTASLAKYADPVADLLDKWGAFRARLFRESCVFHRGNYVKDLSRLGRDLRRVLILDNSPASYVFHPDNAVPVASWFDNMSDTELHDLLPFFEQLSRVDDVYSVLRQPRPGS
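Assay system: SCP-1 catalytic fragment, aa 76-261 | Buffer or medium: Tris acetate buffer pH 5.5 with MgCl2 and Tween-20 | Compound: One concentration, 20 µM, with 1.0% DMSO | Also added: Phospho 17-mer peptide substrate | Signal: Absorbance at 630 nm | Incubation: 45 min enzyme reaction at room temperature | Measure: % inhibition of SCP-1 phosphate liberation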
SUMO1 PPI mod: alters human SUMO1 binding to SIM partners | P63165 | SUMO1 binding to a labelled peptide, TR-FRET, 1 h | inhibition, % at 20 µM | actives 0.33% (n = 360,000); in the data active = inhibition above about 37%
Target sequence (P63165 whole entry, looked up): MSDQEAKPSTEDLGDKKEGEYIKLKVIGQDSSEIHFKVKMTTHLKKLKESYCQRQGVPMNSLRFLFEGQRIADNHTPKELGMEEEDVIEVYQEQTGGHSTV
DNMT1 inh: blocks human DNA methyltransferase DNMT1 | inhibition (reported as % activation of signal), % at 10 µM | P26358 | actives 0.83% (n = 360,000) | DNMT1 molecular beacon, Hinp1I cleavage, fluorescence | AID 588458; in the data active = inhibition above about 50%
Tb MetRS inh: blocks T. brucei methionyl-tRNA synthetase activity | purified T. brucei MetRS, ATP depletion, Kinase-Glo luminescence | inhibition, % at 11.9 µM | actives 0.4% (n = 360,000);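 active = inhibition above a per-plate cutoff of the control wells' mean inhibition plus 3 SD, cut at about 5.5% in these data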;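 also: 0% = DMSO wells median and 100% = median of wells with control inhibitor compound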
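Material: T. brucei methionyl-tRNA synthetase, purified; reagent: substrates ATP, L-methionine and bulk Escherichia coli tRNA; dosing: 11.9 µM single point; timing: 15 min plus 2 h at 25 °C; detection: luminescence of leftover ATP; evaluation: % inhibition; control set: DMSO-only wells as low control; replicates: singlicate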
bovine MsrA act: bovine methionine sulfoxide reductase A activation; activation, % at 10.6 µM; actives 0.3% (n = 360,000); purified bovine MsrA, absorbance read-out; in the data active = activation above about 7.5%;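 also: 0% = vehicle and 100% = reference activator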
NRP1-CendR mod: NRP-1/CendR interaction modulation. FAM-RPARPAR peptide binding to NRP-1, fluorescence polarization. actives 0.85% (n = 360,000). inhibition, % at 25 µM;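 active = inhibition or corrected inhibition above about 18%, plus a signal ratio from 0.5 to 1.5, limit read from the data, passing the limit was not always enough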; also: strong numbers were not always called active
The depositor's hits bear a star. Rows are unselected; any-hit rate near 4.3%.

`CCOC(=O)c1[nH]c(COC(=O)C2CC(=O)N(Cc3ccccc3)C2)c(C(=O)OCC)c1C` (stereo not drawn) gave MsrA inhibitor -0.7, LMPTP inh -0.9, STEP inh 4, E coli Lon inh -7, Scp1 inh -10, SUMO1 PPI mod 3, DNMT1 inh -5, Tb MetRS inh 0.5, bovine MsrA act -1 and NRP1-CendR mod 1.
CSc1ncnc2[nH]ncc12 was read as MsrA inhibitor -0.3, LMPTP inh -3.0, STEP inh 1, E coli Lon inh -10, Scp1 inh -10, SUMO1 PPI mod -2, DNMT1 inh 6, Tb MetRS inh -0.3, bovine MsrA act -1 and NRP1-CendR mod 12.
COc1cc(-c2cnc3c(NC=O)cc(-c4cccc(NC(C)=O)c4)cn23)cc(OC)c1OC was read as MsrA inhibitor 0.3, LMPTP inh 0.8, STEP inh -1, E coli Lon inh -8, SUMO1 PPI mod -8, DNMT1 inh -3, Tb MetRS inh -0.2, bovine MsrA act -7 and NRP1-CendR mod -26.
For CCS(=O)(=O)c1ccc2oc(SCC(=O)c3ccco3)nc2c1 the results were MsrA inhibitor -1.3, LMPTP inh 2.0, STEP inh 4, E coli Lon inh 9, Scp1 inh 15, SUMO1 PPI mod 7, DNMT1 inh 25, Tb MetRS inh -1.9, bovine MsrA act -2 and NRP1-CendR mod -3.
Screening Cc1ccccc1-c1nc(CN2CCCC(C(=O)NCc3cccnc3)C2)c(C)o1 (stereo not drawn) returned MsrA inhibitor -0.1, LMPTP inh -0.2, STEP inh 1, E coli Lon inh 5, Scp1 inh -11, SUMO1 PPI mod 0, DNMT1 inh 0, Tb MetRS inh 0.3, bovine MsrA act -2 and NRP1-CendR mod -3.
Cc1cccc(N2CCN(S(=O)(=O)c3ccc4[nH]c(=O)ccc4c3)CC2)c1C was read as MsrA inhibitor 1.8, LMPTP inh -1.8, STEP inh -1, E coli Lon inh -8, Scp1 inh 10, SUMO1 PPI mod 0, DNMT1 inh 33, Tb MetRS inh 0.7, bovine MsrA act 1 and NRP1-CendR mod -2.
`Clc1ccc(C2=NN(c3ccccc3)C(c3ccco3)C2)cc1` (stereo not drawn) gave MsrA inhibitor 0.1, LMPTP inh 1.9, STEP inh 4, E coli Lon inh 6, Scp1 inh -10, SUMO1 PPI mod 1, DNMT1 inh -10, Tb MetRS inh -0.3, bovine MsrA act -2 and NRP1-CendR mod 0.
COc1ccc(C(=O)CC(C(=O)O)c2ccc(OC)c(OC)c2)cc1OC (stereo not drawn) was read as MsrA inhibitor 0.5, LMPTP inh -0.4, STEP inh 0, E coli Lon inh 5, SUMO1 PPI mod -1, DNMT1 inh 1, Tb MetRS inh -0.3, bovine MsrA act 0 and NRP1-CendR mod -1.
Screening O=C(CNS(=O)(=O)c1ccccc1)OCC(=O)c1ccc(Br)cc1 returned MsrA inhibitor -0.7, LMPTP inh 0.4, STEP inh 0, E coli Lon inh 17, Scp1 inh 1, SUMO1 PPI mod 3, DNMT1 inh 2, Tb MetRS inh -0.9, bovine MsrA act -1 and NRP1-CendR mod 17.
For COc1ccc(NC(=O)NN2CCN(C)CC2)cc1OC the results were MsrA inhibitor -1.2, LMPTP inh -1.9, STEP inh 0, E coli Lon inh -21, Scp1 inh -4, SUMO1 PPI mod 5, DNMT1 inh 0, Tb MetRS inh 0.7, bovine MsrA act -2 and NRP1-CendR mod 4.
Screening CC(NC(=O)COC(=O)CCN1C(=O)C2CC=CCC2C1=O)c1ccc(Br)cc1 (stereo not drawn) returned MsrA inhibitor 0.2, LMPTP inh -0.3, STEP inh 0, E coli Lon inh 10, Scp1 inh -7, SUMO1 PPI mod 0, DNMT1 inh 0, Tb MetRS inh -0.2, bovine MsrA act -1 and NRP1-CendR mod 12.
Screening CCCNC(=O)CN1C(=O)NC2(CCCc3cc(OC)ccc32)C1=O (stereo not drawn) returned MsrA inhibitor -1.4, LMPTP inh -1.4, STEP inh -2, E coli Lon inh -5, Scp1 inh -6, SUMO1 PPI mod 3, DNMT1 inh 4, Tb MetRS inh -0.3, bovine MsrA act 1 and NRP1-CendR mod 2.
For O=C(CN1CCCC1)Nc1sc2c(c1C(=O)Nc1ccc(Br)cc1)CCC2 the results were MsrA inhibitor 0.2, LMPTP inh 4.6, STEP inh 6, E coli Lon inh -14, Scp1 inh 13, SUMO1 PPI mod -11, DNMT1 inh -4, Tb MetRS inh -0.2, bovine MsrA act -3 and NRP1-CendR mod -2.
`COc1ccc(-n2nc3c(=O)[nH][nH]c3cc2=O)cc1` gave MsrA inhibitor 3.0, LMPTP inh 1.2, STEP inh 5, E coli Lon inh 0, Scp1 inh 14, SUMO1 PPI mod 5, DNMT1 inh 0, Tb MetRS inh -0.2, bovine MsrA act -3 and NRP1-CendR mod 18.
Screening COc1ccc2nc(NC(=O)CSc3nc(C)cc(C)n3)sc2c1 returned MsrA inhibitor 0.2, LMPTP inh 0.3, STEP inh 1, E coli Lon inh -4, Scp1 inh 1, SUMO1 PPI mod 16, DNMT1 inh 1, Tb MetRS inh 0.5, bovine MsrA act -1 and NRP1-CendR mod -6.
NC(=O)c1ccc(OCC(F)(F)C(F)(F)C(F)(F)C(F)(F)C(F)(F)C(F)F)cc1 was read as MsrA inhibitor 0.0, LMPTP inh 2.5, STEP inh 1, E coli Lon inh 7, Scp1 inh -10, SUMO1 PPI mod -4, DNMT1 inh 0, Tb MetRS inh -0.6, bovine MsrA act -1 and NRP1-CendR mod -5.
For CCN1c2ccccc2S(=O)(=O)c2ccccc21 the results were MsrA inhibitor -0.2, LMPTP inh -0.4, STEP inh -1, E coli Lon inh 0, Scp1 inh -5, SUMO1 PPI mod 1, DNMT1 inh -1, Tb MetRS inh -1.0, bovine MsrA act -3 and NRP1-CendR mod 3.
For COc1ccc(-c2csc3ncnc(NCCO)c23)cc1 the results were MsrA inhibitor -0.6, LMPTP inh -0.1, STEP inh 2, E coli Lon inh 9, Scp1 inh -4, SUMO1 PPI mod -1, DNMT1 inh 1, Tb MetRS inh -0.4, bovine MsrA act -4 and NRP1-CendR mod 0.
O=Cc1ccc(N2CCCCCC2)cc1 was read as MsrA inhibitor 3.8, LMPTP inh -1.3, STEP inh -3, E coli Lon inh -8, Scp1 inh -5, SUMO1 PPI mod -14, DNMT1 inh 1, Tb MetRS inh 0.1, bovine MsrA act -3 and NRP1-CendR mod 1.
Screening O=C(CC1CCCCC1)NCc1cn2ccsc2n1 returned MsrA inhibitor 0.3, LMPTP inh -0.5, STEP inh -2, E coli Lon inh 7, Scp1 inh -5, SUMO1 PPI mod -1, DNMT1 inh 0, Tb MetRS inh 0.0, bovine MsrA act 3 and NRP1-CendR mod 13.
Cc1ccc2cc(CN(Cc3ccco3)C(=O)c3ccccc3)c(=O)[nH]c2c1C was read as MsrA inhibitor 0.5, LMPTP inh 0.7, STEP inh 0, E coli Lon inh -2, Scp1 inh -10, SUMO1 PPI mod -2, DNMT1 inh -3, Tb MetRS inh -0.6, bovine MsrA act 2 and NRP1-CendR mod 13.
`CCC(=O)N(CCC(c1ccc(C)cc1)c1ccco1)Cc1ccco1` (stereo not drawn) gave MsrA inhibitor -1.7, LMPTP inh 5.1, STEP inh 1, E coli Lon inh -8, Scp1 inh -2, SUMO1 PPI mod -1, DNMT1 inh 0, Tb MetRS inh -1.3, bovine MsrA act -11 and NRP1-CendR mod -20.
CC1CCC(NC(=O)C2CCC(CNS(=O)(=O)c3ccccc3)CC2)CC1 (stereo not drawn) was read as MsrA inhibitor -0.9, LMPTP inh -2.9, STEP inh 0, E coli Lon inh 6, Scp1 inh -13, SUMO1 PPI mod 3, DNMT1 inh 1, Tb MetRS inh 1.1, bovine MsrA act -1 and NRP1-CendR mod -1.
`O=C(CCC(=O)N1CCN(Cc2ccc(F)cc2)CC1)Nc1nnc(C2CCCCC2)s1` gave MsrA inhibitor -0.9, LMPTP inh 0.1, STEP inh -1, E coli Lon inh -7, Scp1 inh -3, SUMO1 PPI mod 3, DNMT1 inh 0, Tb MetRS inh -0.4, bovine MsrA act -4 and NRP1-CendR mod 5.
Screening CC(C)c1nc2ccccc2n1CC(O)COC1CCCCC1 (stereo not drawn) returned MsrA inhibitor 0.2, LMPTP inh -0.3, STEP inh 0, E coli Lon inh -3, Scp1 inh -4, SUMO1 PPI mod 0, DNMT1 inh 0, Tb MetRS inh -0.6, bovine MsrA act -11 and NRP1-CendR mod -3.
`C=CCN(CC=C)Cc1c(C)[nH]c2ccc(C(=O)OCC)cc2c1=O` gave MsrA inhibitor 0.3, LMPTP inh -0.2, STEP inh 2, E coli Lon inh -8, Scp1 inh -3, SUMO1 PPI mod 0, DNMT1 inh 0, Tb MetRS inh -0.6, bovine MsrA act 0 and NRP1-CendR mod -12.
COCCN(CCOC)S(=O)(=O)c1ccc(C(=O)Nc2ccc(S(=O)(=O)Nc3nccc(C)n3)cc2)cc1 was read as MsrA inhibitor 0.5, LMPTP inh 0.1, STEP inh -2, E coli Lon inh -2, Scp1 inh -8, SUMO1 PPI mod 1, DNMT1 inh -2, Tb MetRS inh 0.1, bovine MsrA act -1 and NRP1-CendR mod -9.
For COc1ccc(NC(=O)N(C)C[C@H]2Oc3ccc(NC(=O)C4CCCCC4)cc3C(=O)N([C@H](C)CO)C[C@@H]2C)cc1 the results were MsrA inhibitor -1.1, LMPTP inh -1.3, STEP inh 3, E coli Lon inh 4, Scp1 inh -7, SUMO1 PPI mod 6, DNMT1 inh 5, Tb MetRS inh -0.2, bovine MsrA act -2 and NRP1-CendR mod 4.
For Cc1ccccc1NC(=O)CSc1ccsc1[N+](=O)[O-] the results were MsrA inhibitor 1.5, LMPTP inh 50, STEP inh 18, E coli Lon inh -1, Scp1 inh 72*, SUMO1 PPI mod 6, DNMT1 inh 104*, Tb MetRS inh 0.4, bovine MsrA act 4 and NRP1-CendR mod 5.

Copied from the results shown for reference:
Screening CC(C)c1nc2ccccc2n1CC(O)COC1CCCCC1 (stereo not drawn) returned MsrA inhibitor 0.2, LMPTP inh -0.3, STEP inh 0, E coli Lon inh -3, Scp1 inh -4, SUMO1 PPI mod 0, DNMT1 inh 0, Tb MetRS inh -0.6, bovine MsrA act -11 and NRP1-CendR mod -3.
`C=CCN(CC=C)Cc1c(C)[nH]c2ccc(C(=O)OCC)cc2c1=O` gave MsrA inhibitor 0.3, LMPTP inh -0.2, STEP inh 2, E coli Lon inh -8, Scp1 inh -3, SUMO1 PPI mod 0, DNMT1 inh 0, Tb MetRS inh -0.6, bovine MsrA act 0 and NRP1-CendR mod -12.
